# Assay outcomes: PubChem BioAssay, National Center for Advancing Translational Sciences (NCATS)
# p53ts 32C kill – p53ts cell cytotoxicity, permissive temperature; 130,000 tested, 0.93% active; H1299-p53A138V at 32C, ATP luminescence viability, 24 h; Potency, µM (doses to about 46.1 µM), for the others: at the top dose activity change, negative = cytotoxicity, hits mostly cytotoxic;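 note: 0% = DMSO and -100% = full killing by reference compound; nearly all actives have a fitted effect of over 55% in size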
#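 ATP-content luminescence (ATPlite) read-out after 24 h compound exposure at 32C in H1299-p53A138V cells (600/well). Tested up to 46 uM. Normalized to DMSO (0%) and 100 uM tamoxifen (100% killing); Hill-fit AC50.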
# IkB signaling – inhibitors of IkB signaling in ABC-DLBCL cells | ABC-DLBCL IkBa-CBG/CBR dual luciferase ratio, 4 h; response scale: scaled: untreated 0%, proteasome inhibitor 100% | Potency, µM (top dose mostly 57.1 µM), for the others: top-dose IkBa stabilization activation | 110,000 tested, 0.04% active; active = well fitted curve in the direction sought with a large enough effect in the signal ratio, not every such curve was filed as active; inconclusive = small, poorly fitted or top-dose-only effect, or a change in a side signal; the % refers to the signal ratio;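 note: the direction sought is a rising ratio; 0% = basal untreated cells and 100% = reference inhibitor full response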
#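 Curves were fitted separately to fusion (green), unfused (red) and ratio luminescence, then classed by r2, magnitude and activity. Cells: OCI-Ly3, 4 h compound plus doxycycline at 37C; 10 uM MG-132 defined full response.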
# Peg3 imprint – induces erasure of genomic imprints in mouse ES cells | mouse ES Peg3-LacZ reporter, beta-gal luminescence, 40 h | Potency, µM (highest dose often 60.7 µM), inactives show at the highest dose activity change, positive = activation, hits mostly activators | 110,000 tested, 0.02% active;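 note: 0% = negative control wells on the plate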
#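 Readout: BetaGlo luminescence (5 min, room temp) for LacZ from the normally silent maternal Peg3 allele in female Peg3LacZ-Neo ES cells. Cells 300/well, 40 h, 37C, 5% CO2. Data normalized per plate to negative controls.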
# p53ts 39C tox – p53ts cell cytotoxicity, nonpermissive temperature. Potency, µM (highest dose often 46.1 µM), inactives show at the top dose activity change, negative = cell killing, usual class: cytotoxic. AID 902. 130,000 tested, 1.5% active. H1299-p53A138V viability at 39C, ATP luminescence, 24 h; note: nearly all actives have a fitted effect of over 55% in size
# * hit, by the source's call; u = inconclusive; x = no result given; & = joins results of further samples; [ ] = remark or other dose. Unless noted, calls come from the whole dose curve; as a rule, active = well fitted curve in the direction sought with a large enough effect; inconclusive = small, poorly fitted or top-dose-only effect, or another doubt; inactive = no such curve, though single readings can be large; an effect the other way counts as inactive or inconclusive. Unless noted, % is set by controls: 0 for no effect and ±100 for the full control effect; potency is the fitted concentration of half-maximal effect.
SMILES,p53ts 32C kill,IkB signaling,Peg3 imprint,p53ts 39C tox
Cc1cc(Br)ccc1NC(=O)C1CCCN(S(=O)(=O)c2cccc3nonc23)C1 (stereo not drawn),-16.0%,u,-7.7%[10.9 µM],-24.1%
COc1ccc(-n2nc(C(=O)NCC(=O)NCC3CCCO3)c3ccccc3c2=O)cc1 (stereo not drawn),0.0%,-1.0%,u,-5.7%
Cc1cc(C)cc(NC(=O)CCNS(=O)(=O)c2ccc3c(c2)oc(=O)n3C)c1,17.7%,1.0%,10.4%,5.5%
COC(=O)c1ccc(NS(=O)(=O)c2ccc3c(c2)oc(=O)n3C)cc1,3.0%,5.9%,-17.3%,-0.6%
CCC(=O)N(CCc1ccccc1C)Cc1cc2cc3c(cc2[nH]c1=O)OCO3,0.8%,-0.8%,4.9%,2.7%
CN1C(=O)C2(c3ccccc31)N(c1cccc(F)c1)C(=O)CS2(=O)=O (stereo not drawn),6.8%,u,-6.0%[10.9 µM],-13.4%
COc1cc2nc(N3CCN(C(=O)C4CCCO4)CC3)nc(N)c2cc1OC (stereo not drawn),-11.5%,0.9%,-72.3%&-70.9%[inhibitor],-7.1%
CC(C)(C)NC(=O)C(c1ccncc1)N(C(=O)c1csnn1)C1CC1 (stereo not drawn),-21.5%,-0.7%,-42.0%[inhibitor],-17.4%
COc1cccc(NC(=O)Nc2cc(-c3cn4cccnc4n3)ccc2OC)c1,10µM*,u,-11.5%[10.9 µM],10µM*
CCOc1ccc(C2CC(=O)Nc3cc4c(cc32)OCO4)cc1OC (stereo not drawn),3.0%,5.7%,-12.6%[10.9 µM],-4.9%
Cc1cccc(C)c1NC(=O)Cn1nnc(C(=O)NCc2ccc(F)cc2)c1N,2.5%,0.9%,-5.4%[10.9 µM],13.9%
Cc1ccc(C2CC(=O)N3CN(c4ccc(Br)cc4)CSC3=C2C#N)o1 (stereo not drawn),0.3%,8.3%,-13.3%,-1.5%
Cc1ccc(CNC(=O)c2nn(-c3ccc(Cl)cc3)nc2CO)cc1,9.2%,0.4%,3.4%[10.9 µM],-6.2%
COC(=O)C1(C)C=CC2(CCCCC2)N1C(=O)c1ccccc1 (stereo not drawn),8.0%,x,-9.0%,-7.0%
Cc1ccc(C)c(N2CCN(C(=O)c3ccc(NC(=O)c4nsc5ccccc45)cc3)CC2)c1,-10.6%,u,-13.6%[10.9 µM],-29.2%
O=C(CN1CCC(n2nnc3cc(C(F)(F)F)ccc32)CC1)Nc1ccc2c(c1)OCCO2,-12.5%,6.4%,x,-11.9%
Cc1ccccc1NC(=O)C1CC(Cl)=CCC1C(=O)O (stereo not drawn),23.5%,2.9%,-6.4%,11.8%
Oc1cccc(-c2nc3ccccc3s2)c1,7.94µM*,5.9%,-82.6%[inhibitor],10µM*
CN(Cc1ccccc1)C(=O)c1c[nH]c2ccc(S(=O)(=O)Nc3ccccc3F)cc2c1=O,2.3%,1.6%,-8.7%[10.9 µM],13.1%
CC(=O)OC1CCC2(O)CC1(C)CCC1C2CC1(C)C (stereo not drawn),1.6%,x,-6.5%,2.8%
COCc1nnc(NC(=O)c2cccs2)s1,-15.0%,4.0%,-22.0%,-9.1%
O=C(O)CCSc1nc2ccccc2s1,-5.6%,2.5%,25.6%,7.2%
CC(NC(=O)c1nn(C)c(=O)c2ccccc12)c1ccc(F)cc1 (stereo not drawn),8.1%,-1.4%,-14.0%,-2.2%
COc1cccc(C2=N/C(=C\N(C)C)C(=O)O2)c1,-17.1%,-4.7%,-22.5%,-6.7%
COc1cccc(-c2nnc3n(CCc4ccccc4)c(=O)c4ccccc4n23)c1O,9.7%,2.1%,-1.8%[10.9 µM],26.0%
COc1ccc(NC(=O)Cn2nnc(-c3nc(-c4ccncc4)no3)c2N)cc1OC,-6.7%,-1.4%,11.3%[10.9 µM],31.8%[activator]
Cc1ccc(S(=O)(=O)n2nc(-c3ccccc3)nc2NCc2ccccc2Cl)cc1,6.6%,-3.4%,-6.3%[10.9 µM],10.1%
CCN(CC)CCN1C(=O)C(=O)/C(=C(/O)c2ccc(OCC(C)C)cc2)C1c1ccncc1 (stereo not drawn),-0.6%,-2.7%,-4.0%,4.5%
Cc1cc(C)cc(N(C(=O)c2ccc3c(c2)OCO3)C2C=CS(=O)(=O)C2)c1 (stereo not drawn),2.4%,-2.6%,-11.7%,5.6%
C/C=C/Cn1c(SC)nc2c1c(=O)[nH]c(=O)n2C,-2.7%,u,x,-5.4%
Cc1c(C(=O)NCCN2CCOCC2)oc2ccc(S(=O)(=O)N3CCCCCC3)cc12,-15.8%,3.5%,-6.6%,14.9%
CC(C)NCC[C@@H](O)c1cc2ccccc2o1,-2.3%[9.22 µM],1.1%[11.4 µM],u,15.3%[9.22 µM]
Cc1ccc(CNC(=O)C(OC(=O)c2ccco2)C(C)C)cc1 (stereo not drawn),6.2%,1.8%,-2.3%,10.6%
O=C(NCc1ccc2c(c1)OCO2)C1(S(=O)(=O)c2ccccc2)CC1,-18.2%,x,x,-1.3%
CCCCNC(=O)CN(c1cccc(F)c1)S(C)(=O)=O,-13.5%,x,x,1.1%
O=C(COc1ccc(Cl)cc1)Nc1nnc2n1CCS2,9.4%,-0.5%,u,-34.6%
COc1cccc(NC(=O)COC(=O)c2ccco2)c1,0.0%,4.9%,-6.5%,-7.5%
COc1ccccc1NC(=O)CSc1nnc(-c2ccccc2)o1,u,20.5%,-87.3%[inhibitor],u
Cc1cccc(N2CCN(C(=O)c3cc4ccc5cccnc5c4[nH]3)CC2)c1C,-0.3%,u,-12.0%[10.9 µM],-14.6%
NC(CSCSCC(N)C(=O)O)C(=O)O (stereo not drawn),-1.1%,x,14.1%,5.4%
O=C1CS(=O)(=O)C2(C(=O)N(Cc3ccccc3Cl)c3ccccc32)N1c1ccc(F)cc1 (stereo not drawn),0.4%,u,-6.3%[10.9 µM],-14.0%
COc1ccc(C2=CC(c3ccccc3F)n3ncc(C(=O)Nc4ccc(C)cc4)c3N2)cc1 (stereo not drawn),-4.9%,u,-2.0%[10.9 µM],-10.9%
CCn1c(SCC(=O)N2CCN(c3ccc(F)cc3)CC2)nc2ccccc2c1=O,6.3%,-1.1%,7.1%,7.7%
COCCNC(=O)C(OC(=O)c1cccs1)c1ccccc1 (stereo not drawn),-6.4%,0.7%,-6.3%,-9.9%
CCN1CCC(NC(=O)c2cc(OC)c(OC)cc2OC)CC1,-2.6%,-3.9%,1.5%,-2.5%
COC(=O)c1ccc(-c2nn(C)c(=O)c3ccccc23)cc1,0.8%,2.3%,-4.4%,-9.9%
O=C(CCCCCN1C(=O)c2ccccc2C1=O)NCCc1nc2ccccc2[nH]1,-4.4%,-0.5%,-3.1%,5.8%
Cc1ccccc1-c1nsc(SCC(=O)Nc2ccc3c(c2)OCO3)n1,10.0%,x,x,6.3%
O=C(Oc1cccnc1)c1cccc(Cl)c1,-2.7%,2.7%,-22.3%,3.4%
Cc1ccc(S(=O)(=O)N(CC(O)CN2CCCC2)c2ccccc2)cc1 (stereo not drawn),-4.3%,-0.1%,-17.8%,-7.7%
CCCSc1nc2sc3c(c2c(=O)n1Cc1ccccc1)CC(C)(CC)OC3 (stereo not drawn),-1.5%,4.1%,-11.5%[10.9 µM],31.1%[activator]
O=C(NCc1ccc(F)cc1)c1ccc2c(c1)nc1n2CCCCC1,-16.5%,-2.4%,-3.0%[10.9 µM],-29.9%
OC(COc1ccc2ccccc2c1Br)Cn1ccnc1 (stereo not drawn),4.6%,u,0.1%,u
CCOC(=O)c1ccc(NC(=O)c2csc3c2CCCC3)cc1,-4.1%,0.2%,-11.0%[10.9 µM],u
CCc1cccc(C)c1Nc1c(-c2ccsc2)nc2ncccn12,13.4%,u,-8.4%[10.9 µM],-10.9%
C[N+](C)(C)[C@H](Cc1c[nH]c(=S)[nH]1)C(=O)O,-3.0%[9.22 µM],-0.5%[11.4 µM],-5.5%[10.9 µM],0.1%[9.22 µM]
CCC1CN(C(=O)N2CCC(C(=O)NCCc3ccccc3Cl)CC2)c2cc(C)ccc2O1 (stereo not drawn),4.1%,u,-11.5%[10.9 µM],-17.5%
S=c1nc(-c2ccccc2Br)[nH][nH]1,-19.2%,x,x,-10.7%
Cc1nn(CC(=O)Nc2ccc(C(=O)N3CCCC3)cc2)c(=O)c2ccccc12,14.3%,-1.4%,x,7.5%
Cn1c(C(C#N)C2=C(Cl)C(=O)N(c3ccccc3)C2=O)nc2ccccc21 (stereo not drawn),-12.6%,u,-9.6%,1.6%

# Entries of single compounds from above. Values in the order: p53ts 32C kill	IkB signaling	Peg3 imprint	p53ts 39C tox
# Cn1c(C(C#N)C2=C(Cl)C(=O)N(c3ccccc3)C2=O)nc2ccccc21 (stereo not drawn) is listed with -12.6%	u	-9.6%	1.6%
# Cc1nn(CC(=O)Nc2ccc(C(=O)N3CCCC3)cc2)c(=O)c2ccccc12 is listed with 14.3%	-1.4%	x	7.5%
# S=c1nc(-c2ccccc2Br)[nH][nH]1 is listed with -19.2%	x	x	-10.7%
# O=C(NCc1ccc(F)cc1)c1ccc2c(c1)nc1n2CCCCC1 is listed with -16.5%	-2.4%	-3.0%[10.9 µM]	-29.9%

# Next section
SMILES,p53ts 32C kill,IkB signaling,Peg3 imprint,p53ts 39C tox
COc1nc(NCC(C)C)nc(Oc2ccc(=O)n(-c3ccccc3)n2)n1,3.4%,-3.2%,-7.8%,-5.7%
COC(=O)c1cc2sc(C)cc2n1Cc1ccc(F)cc1Cl,-0.6%,-1.1%,-15.0%[10.9 µM],-22.8%
Cc1cc(NS(=O)(=O)c2ccc3nc(-c4ccccc4)[nH]c3c2)ccc1Br,18.2%,u,-8.7%[10.9 µM],u
CC(=O)[C@@H]1[C@H]2[C@H](C(=O)[C@H]3OC[C@@H]2O3)[C@H]2C=Cc3ccccc3N21,u,x,-38.7%[inhibitor],u
O=C(CC1N=C2c3ccccc3N=C(SCc3ccccc3Cl)N2C1=O)NCCc1ccccc1 (stereo not drawn),32.5%[activator],u,u,24.6%
CCOC(=O)Cc1csc(NC(=O)CSc2nnc(-n3nc(C)cc3C)c3ccccc23)n1,-1.9%,u,-13.3%,-8.8%
Brc1ccc(Oc2nnnn2-c2ccccc2)cc1,-1.9%,0.2%,-15.1%,-15.4%
O=C(O)/C=C/C=C/c1ccccc1,0.9%,x,-37.0%[inhibitor],12.8%
Cc1ccc(C)c(CN2C(=O)CSc3ccc(C(=O)NCc4ccc(F)cc4)cc32)c1,-10.8%,u,-9.6%[10.9 µM],15.2%
COc1ccc(C2C(C(=O)Nc3ccccc3)=C(C)Nc3nc(-c4ccccc4Cl)nn32)cc1OC (stereo not drawn),0.8%,u,-7.8%[10.9 µM],0.1%
CCCOc1cccc(C(=O)Nc2ccc(-c3nc4ccccc4s3)c(Cl)c2)c1,5.3%,u,-11.9%[10.9 µM],7.2%
Cc1cccn2cc(CNc3ccccc3)nc12,2.1%,2.3%,-35.6%[inhibitor],-6.2%
COc1ccc(C(=O)OCCNC(=O)c2ccncc2)cc1OC,-13.5%,x,x,10.0%
COc1ccccc1-c1noc(-c2ccccc2C(=O)N2CCOCC2)n1,4.5%,-2.0%,-7.5%,-3.9%
COc1ccccc1NC(=O)Cn1c(=O)n(CCc2ccccc2)c(=O)c2sc3ccccc3c21,-2.6%,2.4%,-10.8%[10.9 µM],u
Cc1cc2nnc(SC3CCOC3=O)n2c2ccccc12 (stereo not drawn),-6.5%,-0.4%,5.0%,-9.7%
CCC(Sc1nc2ccccc2c2nc(CCc3c(C)n[nH]c3C)nn12)C(=O)Nc1ccccc1F (stereo not drawn),7.9%,-3.2%,-10.3%[10.9 µM],-4.6%
Nc1nc(-c2cccnc2)nn1C(=O)c1ccco1,0.8%,-0.4%,-3.3%,0.9%
CC(C)Sc1ncc(Cl)c(C(=O)Nc2ccc(S(=O)(=O)Nc3ncccn3)cc2)n1,-2.7%,0.1%,20.6%[10.9 µM],0.8%
COc1ccc2[nH]c(=O)c(CN(Cc3cccnc3)C(=O)Nc3ccccc3)cc2c1,1.1%,u,-9.3%,-0.2%
COc1cc(NC(=O)Cn2c(=O)n(CC3CCC(C(=O)NCCc4ccccc4)CC3)c(=O)c3ccccc32)cc(OC)c1 (stereo not drawn),10.2%,0.1%,-5.7%[10.9 µM],16.3%
CCOC(=O)c1cc(-c2ccc(F)cc2)n(CCC(=O)Nc2ccccc2OC)c1C,-2.6%,u,-11.4%[10.9 µM],22.0%
